NCI-60 one-dose screen, 48 h, at 10 µM unless noted. Numbers give growth in % (100 = growth as untreated, 0 = no growth, -100 = all killed).
NCI-H460 = NCI-H460 lung cancer. 82,000 tested, 6.8% active
NCI-H322M = NCI-H322M lung cancer. 80,000 tested, 2.7% active
CAKI-1 = CAKI-1 renal cancer; 75,000 tested, 4.7% active; AID 1794772
UO-31 = UO-31 renal cancer | 81,000 tested, 5.2% active | AID 1794768
ACHN = ACHN renal cancer; 81,000 tested, 4.9% active; AID 1794771
NCI-H522 = NCI-H522 lung cancer. 78,000 tested, 8% active. AID 1794739
RXF 393 = RXF 393 renal cancer cells; AID 1794773; 77,000 tested, 6.9% active
786-0 = 786-0 renal cancer cells; 81,000 tested, 5.1% active
TK-10 = TK-10 renal cancer cells; 81,000 tested, 3.9% active; AID 1794769
* marks the source's active call; other numbers are inactive results; nt = no result given; & = joins results of further samples; ! = not confirmed by another sample. The calls were made as follows: active = growth percent below 10; inactive = the rest. Some of the compounds tested. The share of hits here may be higher or lower than overall.

Fields – NCI-H460 | NCI-H322M | CAKI-1 | UO-31 | ACHN | NCI-H522 | RXF 393 | 786-0 | TK-10
O=[N+]([O-])c1ccc(C(=Nc2ccccc2)N2CC2)cc1
→ 102.2&107.3 | 107.6&117.7 | 94.9&102.8 | 71.8&74.7 | 97.1&105.0 | 85.5&103.9 | 97.0&106.0 | 101.5&101.7 | 101.7&111.2
CCOC(=O)/C=C(/OP(=O)(OCC)OCC)C(=O)OCC
→ 110.7 | 104.5 | 102.3 | 96.9 | 105.9 | 93.8 | nt | 95.4 | 101.6
CC1(C)COP(=O)(CCC#N)OC1
→ 112.2 | 111.0 | 101.2 | 103.8 | 109.8 | 103.0 | 120.5 | 114.0 | 98.4
NCC(=O)c1ccccc1
→ 111.2 | 112.7 | 91.0 | 90.9 | 110.4 | 105.7 | 108.0 | 100.7 | 104.7
COc1ccc(C=C2C(=O)NC(=O)NC2=O)cc1
→ 104.6 | 106.2 | 80.1 | 76.3 | 102.3 | 84.3 | 113.7 | 98.0 | 104.0
CCCCCCc1cc2c(O)c(C(c3ccccc3)c3c(O)c4cc(CCCCCC)c(O)cc4oc3=O)c(=O)oc2cc1O
→ 35.6 | 49.2 | 54.5 | 55.7 | 40.8 | 48.0 | 55.4 | 56.0 | 57.0
CCOC(=O)C1(c2ccccc2)CCN(CC(=O)c2ccc(NC(C)=O)cc2)CC1
→ 111.9 | nt | 95.4 | nt | 96.0 | nt | 123.6 | 110.1 | 96.4
CC(C)(C)[C@H](NC(=O)c1cn(Cc2ccccc2F)c2ccccc12)C(N)=O
→ 106.3 | 90.3 | nt | 82.5 | 110.5 | 89.7 | 121.4 | 101.0 | 103.4
C[C@]12CC[C@H]3[C@@H](CCC4=CC(=O)CC[C@@]43C=O)[C@@H]1CCC2=O
→ 100.4 | 83.1 | 87.9 | 80.2 | 98.7 | 84.4 | 112.6 | 105.7 | 106.3
CC1(C)CC[C@]23CC[C@]4(C)[C@H](CC[C@@H]5[C@@]6(C)CCC7(OOC8(CCCCC8)OO7)C(C)(C)[C@@H]6CC[C@]54C)[C@H]2[C@H]1OC3=O (stereo partly drawn)
→ 111.1 | 92.3 | 99.6 | 92.5 | 105.1 | 91.9 | 108.7 | 105.7 | 96.4
CCCCNC(c1ccccc1)C(O)c1ccccc1 (stereo not drawn)
→ 96.4 | 103.7 | 87.0 | 81.5 | 95.1 | 92.3 | 142.4 | 96.5 | 111.0
ClCCN1c2ccccc2Oc2ccc3ccccc3c21
→ 106.9 | 99.6 | 79.6 | 74.5 | 97.2 | 97.9 | 109.3 | 101.6 | 128.2
COC(=O)[C@@H](C)C[C@H](Cc1ccc(F)cc1)NC(=O)c1csc([C@@H](C[C@H](C(C)C)N(C)C(=O)[C@@H](NC(=O)[C@H]2CCCCN2C)C2CC2)OC(C)=O)n1
→ 7.0* | 39.7 | nt | 55.8 | 34.0 | -15.2* | nt | 13.5 | 72.4
CN(C)Cc1c[nH]c2ccc([N+](=O)[O-])cc12
→ 111.6&113.4 | 112.3&98.0 | 99.0&91.7 | 90.6&79.7 | 101.2&105.9 | 101.5&95.7 | 109.4&106.8 | 103.6&102.3 | 97.5
OC(c1ccc(Cl)cc1)C(c1ccc(Cl)cc1)N1CCCCC1 (stereo not drawn)
→ 93.2 | 96.1 | 90.1 | 75.3 | 88.6 | 106.0 | 92.5 | 82.1 | 66.8

A section taken from the entries so far, for reference:
Fields – NCI-H460 | NCI-H322M | CAKI-1 | UO-31 | ACHN | NCI-H522 | RXF 393 | 786-0 | TK-10
NCC(=O)c1ccccc1
→ 111.2 | 112.7 | 91.0 | 90.9 | 110.4 | 105.7 | 108.0 | 100.7 | 104.7
COc1ccc(C=C2C(=O)NC(=O)NC2=O)cc1
→ 104.6 | 106.2 | 80.1 | 76.3 | 102.3 | 84.3 | 113.7 | 98.0 | 104.0
CCCCCCc1cc2c(O)c(C(c3ccccc3)c3c(O)c4cc(CCCCCC)c(O)cc4oc3=O)c(=O)oc2cc1O
→ 35.6 | 49.2 | 54.5 | 55.7 | 40.8 | 48.0 | 55.4 | 56.0 | 57.0
CCOC(=O)C1(c2ccccc2)CCN(CC(=O)c2ccc(NC(C)=O)cc2)CC1
→ 111.9 | nt | 95.4 | nt | 96.0 | nt | 123.6 | 110.1 | 96.4
CC(C)(C)[C@H](NC(=O)c1cn(Cc2ccccc2F)c2ccccc12)C(N)=O
→ 106.3 | 90.3 | nt | 82.5 | 110.5 | 89.7 | 121.4 | 101.0 | 103.4
C[C@]12CC[C@H]3[C@@H](CCC4=CC(=O)CC[C@@]43C=O)[C@@H]1CCC2=O
→ 100.4 | 83.1 | 87.9 | 80.2 | 98.7 | 84.4 | 112.6 | 105.7 | 106.3

(list continues)
Fields – NCI-H460 | NCI-H322M | CAKI-1 | UO-31 | ACHN | NCI-H522 | RXF 393 | 786-0 | TK-10
CNC(=O)O/N=C(C)/C(C)=N/OC(=O)NC
→ 103.9 | 101.8 | 97.0 | 90.4 | 101.4 | 104.8 | 100.4 | 103.1 | 121.3
CN(N=O)C1=C(NC2CCCCC2)C(=O)c2ccccc2C1=O
→ 91.3 | 100.0 | 72.6 | 79.7 | 88.7 | 89.6 | 127.4 | 97.9 | 117.2
CC1(C2CCOC2=O)OCCO1 (stereo not drawn)
→ 101.0 | 99.9 | 98.9 | 83.0 | 103.8 | 96.7 | 99.2 | 96.1 | 104.5
O=C(O)c1c(Cl)n(Cc2ccc(O)cc2)c2ccc(O)cc12
→ 106.0 | 96.3 | 95.2 | 61.1 | 111.9 | 83.4 | 46.6 | 108.1 | 137.1
CC1(C)CN1CCCCN1CC1(C)C (stereo not drawn)
→ 106.7 | 99.6 | 95.7 | 93.1 | 98.6 | 94.7 | 106.5 | 100.9 | 104.7
COC(=O)C1=C(O)c2ccoc2C2(C(C)C)CCCC1C2 (stereo not drawn)
→ 103.1 | 99.3 | 99.2 | 98.8 | 106.2 | 93.0 | 92.7 | 101.4 | 98.3
N#Cc1c(Br)n(C2OC(CO)C(O)C2O)c2ncnc(N)c12 (stereo not drawn)
→ 34.0 | 81.0 | nt | 42.3 | 78.4 | 60.5 | 13.8 | 89.1 | 114.7
Cc1ccc(-n2c(=S)[nH]c3ccccc3c2=O)cc1C
→ 106.9 | 103.3 | 91.0 | 87.8 | 95.0 | 109.5 | 116.2 | nt | 113.5
COC(=O)CNP(=O)(NCC(=O)OC)N(CCCl)CCCl
→ 104.2 | 108.8 | 101.7 | 92.3 | 108.0 | 102.1 | 129.6 | 98.4 | 104.4
C=C(OP(=O)(OC)OC)Sc1ccccc1C
→ 108.4 | 98.7 | 105.2 | 96.2 | 106.8 | 134.8 | 110.0 | 102.7 | 95.7
CCCCOC(=O)C1C(C=C(C)C)C1(C)C (stereo not drawn)
→ 119.3 | 89.7 | nt | 96.3 | 101.2 | 88.9 | 107.8 | 98.4 | 93.3
O=S(=O)(O)OOS(=O)(=O)O
→ 106.8 | 87.8 | 83.1 | 77.3 | 101.4 | 97.1 | 103.7 | 103.9 | 110.8
CCC(C)N=C=S (stereo not drawn)
→ 104.2 | 103.2 | 98.5 | 97.5 | 108.0 | 90.2 | 105.9 | 97.2 | 98.4
CC[CH2][Sn]([Cl])([Cl])[CH2]CC.Oc1ccccc1C=NCCN=Cc1ccccc1O
→ 90.5&110.2 | 92.4&105.2 | 33.6&50.4 | 32.8&53.9 | 29.3&47.8 | -83.2* | 1.6*! | 59.1&65.2 | -44.9*!
O=C1C=C2C=C[C@@H]3C[C@@]2(O1)[C@H]1CCCCN31
→ 94.7 | 81.2 | 60.5 | 57.7 | 79.4 | 42.3 | 102.9 | 99.6 | 72.3

Copied from the list.
ACHN, `CCC(C)N=C=S` (stereo not drawn) : 108.0
ACHN, `Cc1ccc(-n2c(=S)[nH]c3ccccc3c2=O)cc1C` : 95.0

(further entries)
Fields – NCI-H460 | NCI-H322M | CAKI-1 | UO-31 | ACHN | NCI-H522 | RXF 393 | 786-0 | TK-10
Clc1cccc(NCOOC2(OOCNc3cccc(Cl)c3)CCCCCC2)c1
→ 102.1 | 96.2 | 36.0 | -47.3* | 80.5 | 81.6 | 113.6 | 47.3 | 92.2
COCCOP(=O)(N1CC1C)N1CC1C (stereo not drawn)
→ 105.9 | 107.9 | nt | 105.6 | 108.5 | nt | 104.0 | 104.0 | 113.9
CCCCC(CC)COC(=O)c1cccc(C(=O)OCC(CC)CCCC)c1 (stereo not drawn)
→ 116.2 | 104.3 | 89.2 | 85.8 | 101.4 | 98.3 | 128.7 | 99.3 | 111.7
O=C(c1ccccc1)C(c1ccccc1)N1CCCCC1 (stereo not drawn)
→ 100.5&102.4 | 117.5&97.9 | 97.2&94.1 | 92.8&84.6 | 92.4&101.5 | 116.4&89.6 | 113.9&110.6 | 108.5&99.9 | 117.5&104.0
O=C1NC(=O)C(=O)C(=O)N1
→ 97.7 | 97.4 | 98.0 | 89.3 | 106.5 | 99.8 | 97.4 | 104.3 | 96.5
O=[N+]([O-])c1cc(F)cc([N+](=O)[O-])c1O
→ 106.6 | 107.2 | 99.3 | 73.4 | 106.5 | 82.9 | 105.5 | 104.8 | 99.1
C#C[C@]1(O)CC[C@H]2[C@@H]3CC[C@H]4CC=CC[C@]4(C)[C@H]3CC[C@@]21C
→ 107.8 | 120.9 | 88.7 | 108.9 | 111.0 | 79.8 | 91.0 | 94.2 | 106.1
O=C(Cc1c[nH]c2ccccc12)NNCc1ccc(N(CCCl)CCCl)cc1
→ 26.7 | 104.1 | 21.5 | 71.5 | nt | 88.2 | 98.0 | 78.2 | 122.2
O=c1ccc2cc(OC3OC(CO)C(O)C(O)C3O)c(O)cc2o1 (stereo not drawn)
→ 103.8 | 96.3 | 94.3 | 81.6 | 98.5 | 96.1 | 98.7 | 100.1 | 92.0
CCCOC(=O)Nc1ccc([As](=O)(O)O)cc1NC(=O)OCCC
→ 110.1 | 112.0 | 97.6 | 117.3 | 99.1 | 188.9 | 115.4 | 98.6 | 123.6
CC(C)c1ccc(O)cc1
→ 107.8 | 120.1 | 115.3 | nt | 111.8 | nt | 115.4 | nt | 102.9
